# LMNA splice mod = qHTS Assay for Modulators of Lamin A Splicing | HeLa LMNA splicing GFP/RFP minigene ratio, 48 h | Potency, µM (series often up to 46.1 µM), without a hit: at the highest dose ratio change, negative = inhibition, most hits filed as inhibitors | 200,000 tested, 0.01% active; active = well fitted inhibition curve with a large enough effect in the signal ratio, with a control signal flat, not every such curve was filed as active; inconclusive = small, poorly fitted or top-dose-only effect, or effect the other way, or a change in a side signal; the % refers to the signal ratio; also: % is scaled to controls: 0 for no effect and ±100 for the full control effect
#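 S3 HeLa stable clones carrying a lamin A-EGFP splicing minigene plus DsRed2 were seeded at 600 cells/well in Opti-MEM with 2% FBS, pin-dosed and incubated 48 h at 37°C. Acumen cytometry (488 nm) gave the GFP/RFP total-intensity ratio.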
# ALDH1A1 block = qHTS Assay for Inhibitors of Aldehyde Dehydrogenase 1 (ALDH1A1). Aldehyde dehydrogenase 1A1 (Homo sapiens), P00352. Purified ALDH1A1, NADH fluorescence, propionaldehyde substrate. Potency, µM (top dose mostly 75.3 µM), inactives show top-dose activity, negative = inhibition, actives largely listed as inhibitors. 220,000 tested, 7.3% active. AID 1030, 2008; active = well fitted inhibition curve with a large enough effect, not every such curve was filed as active; inconclusive = small, poorly fitted or top-dose-only effect, or another doubt; inactive = no such curve, though single readings can be large or run the other way;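 also: plate controls were no enzyme wells and a reference inhibitor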
# KinaseGlo FLuc = Counterscreen for Luciferase (Kinase-Glo TM) Inhibition; Luciferin 4-monooxygenase (Photuris pensylvanica), Q27757; Kinase-Glo luciferase, ATP luminescence, 8 min; Potency, µM (titrated, usually from 38.3 µM), inactives show at the top dose activity change, negative = inhibition, most hits filed as inhibitors; 200,000 tested, 0.28% active; also: % is scaled to controls: 0 for no effect and ±100 for the full control effect; nearly all actives have a fitted effect of over 60% in size
#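 Recombinant Kinase-Glo luciferase, 10 uM ATP (linear range), luciferin; imidazole pH 7.2 / KCl / MgCl2 / Tween / BSA buffer; 8 min RT; luminescence.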
# RECQ1 helicase = qHTS Assay for Inhibitors of RecQ-Like Dna Helicase 1 (RECQ1); 240,000 tested, 0.54% active; ATP-dependent DNA helicase Q1 (Homo sapiens), P46063; Potency, µM (series often up to 57.3 µM), inactives show at the highest dose activity, negative = inhibition, actives largely listed as inhibitors; RECQ1 DNA unwinding, red fluorescence kinetic read; AID 2549, 2010;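 also: plate controls were vehicle for no effect and no enzyme for full effect; nearly all actives have a fitted effect of over 30% in size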
#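 50 nM RECQ1T1 preincubated 15 min with compound in Tris pH 8.0 buffer with MgCl2, DTT, Tween-20 and 2.5 ug/ml poly(dI-dC); started with 200 nM TAMRA/BHQ-2 forked duplex and 2 mM ATP. Unwinding read as fluorescence (525/598 nm), two reads 2 h apart.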
# JMJD2E inh = qHTS Assay for Inhibitors of Human Jumonji Domain Containing 2E (JMJD2E) | Lysine-specific demethylase 4E (Homo sapiens), B2RXH2 | Potency, µM (doses to about 57.1 µM), for inactives: at the top dose activity change, negative = inhibition, most hits filed as inhibitors | JMJD2E catalytic domain, FDH-coupled NADH fluorescence (FDH is formaldehyde dehydrogenase) | 230,000 tested, 1.6% active | AID 2147, 2009; active = well fitted inhibition curve with a large enough effect, not every such curve was filed as active; inconclusive = small, poorly fitted or top-dose-only effect, or another doubt; inactive = no such curve, though single readings can be large or run the other way;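 also: 0% = wells with enzyme and -100% = buffer wells without enzyme; nearly all actives have a fitted effect of over 50% in size; many of its hits are not listed in these tables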
# SMN2 splice enh = qHTS Assay for Enhancers of SMN2 Splice Variant Expression | Potency, µM (series often up to 46.1 µM), for inactives: top-dose activity change, positive = activation, actives largely listed as activators | 210,000 tested, 2.8% active | HEK293 SMN2-luciferase splicing reporter, luminescence, 30-36 h; also: % of control where 0% means no effect; nearly all actives have a fitted effect of over 55% in size
#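 HEK293 cells carry an SMN2 minigene-luciferase reporter in which exon 7 inclusion puts luciferase in frame. Cells were seeded at 2000 cells/well, attached for 10-12 hours, then exposed to compounds for 30-36 hours at 37C before ONE-Glo luminescence.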
# L3MBTL1 block = qHTS Assay for the Inhibitors of L3MBTL1; Lethal(3)malignant brain tumor-like protein 1 (Homo sapiens), Q9Y468; AlphaScreen L3MBTL1–H3K9me1 peptide binding; Potency, µM (highest dose often 57.1 µM), inactives show at the highest dose activity, negative = inhibition, actives largely listed as inhibitors; 230,000 tested, 0.66% active; AID 485360, 2010; also: % is scaled to controls: 0 for no effect and ±100 for the full control effect; nearly all actives have a fitted effect of over 60% in size
# Target sequence (Q9Y468 whole entry, looked up): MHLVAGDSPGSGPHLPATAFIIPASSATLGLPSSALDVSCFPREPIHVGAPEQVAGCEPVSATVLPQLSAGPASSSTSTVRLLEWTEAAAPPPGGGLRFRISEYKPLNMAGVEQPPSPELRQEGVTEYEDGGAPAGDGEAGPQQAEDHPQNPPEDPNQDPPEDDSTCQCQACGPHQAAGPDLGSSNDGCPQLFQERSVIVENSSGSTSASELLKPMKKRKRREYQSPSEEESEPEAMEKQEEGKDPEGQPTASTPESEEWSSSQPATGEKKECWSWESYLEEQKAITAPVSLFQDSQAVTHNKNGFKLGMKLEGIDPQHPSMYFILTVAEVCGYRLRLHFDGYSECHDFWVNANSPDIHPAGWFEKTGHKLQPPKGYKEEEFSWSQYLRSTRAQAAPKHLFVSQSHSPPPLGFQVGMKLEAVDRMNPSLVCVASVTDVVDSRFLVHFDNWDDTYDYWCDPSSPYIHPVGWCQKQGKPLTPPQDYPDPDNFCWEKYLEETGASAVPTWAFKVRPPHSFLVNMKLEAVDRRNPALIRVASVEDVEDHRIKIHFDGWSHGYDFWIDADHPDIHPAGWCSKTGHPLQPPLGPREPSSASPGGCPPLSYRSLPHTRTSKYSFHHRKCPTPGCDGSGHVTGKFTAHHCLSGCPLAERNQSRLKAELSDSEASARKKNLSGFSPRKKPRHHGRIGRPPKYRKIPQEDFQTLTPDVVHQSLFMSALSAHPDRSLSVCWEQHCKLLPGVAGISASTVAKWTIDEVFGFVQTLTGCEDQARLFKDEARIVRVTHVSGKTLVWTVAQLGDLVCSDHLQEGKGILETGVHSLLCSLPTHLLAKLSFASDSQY
#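 First, the protein-peptide complex forms for 30 min at room temperature (L3MBTL1 50 nM, biotinylated H3K9me1 peptide 75 nM). Next, compounds are pin-transferred and incubated 30 min. Finally, AlphaScreen beads are added and read after 30 min.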
# Tau ThT inhib = qHTS for Inhibitors of Tau Fibril Formation, Thioflavin T Binding. recombinant tau K18 P301L, heparin-induced fibrillization, ThT fluorescence. Potency, µM (doses to about 57.4 µM), without a hit: top-dose activity, negative = inhibition, hits mostly inhibitors. 270,000 tested, 2.1% active. AID 1460, 2008; also: % is scaled to controls: 0 for no effect and ±100 for the full control effect; nearly all actives have a fitted effect of over 55% in size
# Target sequence (P10636 561-689 P618L limits assumed): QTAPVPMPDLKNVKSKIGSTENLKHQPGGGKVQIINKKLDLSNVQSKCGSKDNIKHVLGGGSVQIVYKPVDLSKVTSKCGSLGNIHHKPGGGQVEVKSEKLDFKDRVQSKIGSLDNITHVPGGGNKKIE
#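 Fibril formation assay: tau K18 P301L at 15 uM with trace Alexa 594 label, heparin inducer 20 uM, pH 7 sodium acetate buffer, 37 C for 6 hr; endpoint ThT signal.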
# Active calls of the source: *; i = inactive; ? = inconclusive; . = not tested or not shown; & = joins results of further samples; [ ] = dose if it differs, or a comment. Unless noted, calls follow the shape of the dose curve; as a rule, active = well fitted curve in the direction sought with a large enough effect; inconclusive = small, poorly fitted or top-dose-only effect, or another doubt; inactive = no such curve, though single readings can be large; an effect the other way counts as inactive or inconclusive. Potency is read from the fitted curve at half-maximal effect. An excerpt; rates above refer to the full screens.
SMILES,LMNA splice mod,ALDH1A1 block,KinaseGlo FLuc,RECQ1 helicase,JMJD2E inh,SMN2 splice enh,L3MBTL1 block,Tau ThT inhib
CN1CCN2c3ncccc3Cc3ccccc3C2C1 (stereo not given),-16%,-7%,0%,-1%,-10%,.,.,-2%
COc1cc(CNCCCN2CCOCC2)cc(Br)c1OCc1ccc(Cl)cc1,.,2%,0%,i,-5%,-106%[inhibitor],-27%[2.29 µM],0%
COc1ccccc1CN=C1NC(=O)C(CC(=O)Nc2ccc(OC)c(OC)c2)S1 (stereo not given),0%,4%,-1%,i,11%,-8%,-22%,-14%
O=C1CCC(N2C(=O)c3ccccc3C2=O)C(=O)N1 (stereo not given),-9%&-7%,14%&5%&0%&-12%,-1%,0%&-6%&21%&1%,-1%&-4%&1%,-20%&5%&7%&3%,-14%,-1%&-1%&-5%&-9%&3%
Cc1cc(C(=O)NNC(=O)c2cccc(S(=O)(=O)N3CCOCC3)c2)c2ccccc2n1,.,4%,1%,-3%,9%,-3%,.,0%
O=C(CCl)Nc1ccc2c(c1)OCO2,.,1.6µM*,0%,-8%,-6%,-59%[inhibitor],.,-13%
Cn1c(=O)c(C(=O)COC(=O)c2cc(C(F)(F)F)nc3ccccc23)c(N)n(Cc2ccccc2)c1=O,?,-10%,-5%&2%,-9%&-1%,?,-64%&-68%[inhibitor],-2%,-8%&-17%
CC1(C)SCC(C(=O)O)N1C=O (stereo not given),3%,8%,-2%,-1%,7%,16%,.,10%
Cc1[nH]c(=O)[nH]c(=O)c1Cc1cccc2ccccc12,.,10µM*,1%,-13%,-11%,-10%,-2%,3%
COc1ccc(Oc2coc3cc(OC(=O)/C=C/c4ccccc4)ccc3c2=O)cc1,-6%,6%,-2%,-2%,?,3%,12%,-20%

# Three entries out of the list above, arranged by the value under Tau ThT inhib, descending:
Compound	Tau ThT inhib
O=C(CCl)Nc1ccc2c(c1)OCO2	-13%
COc1ccccc1CN=C1NC(=O)C(CC(=O)Nc2ccc(OC)c(OC)c2)S1 (stereo not given)	-14%
COc1ccc(Oc2coc3cc(OC(=O)/C=C/c4ccccc4)ccc3c2=O)cc1	-20%

# Further results.
SMILES,LMNA splice mod,ALDH1A1 block,KinaseGlo FLuc,RECQ1 helicase,JMJD2E inh,SMN2 splice enh,L3MBTL1 block,Tau ThT inhib
Cc1ccc(N2C(N)=C(C#N)C(c3cccs3)C3=C2CC(C)(C)CC3=O)cc1 (stereo not given),?,?,0%,-6%,?,0%,.,25µM*
O=C(C1CC1)N1CCCN(C(=O)C2CC2)CC1,2%,-5%,-4%,2%,3%,4%,0%,-3%
COCC(C)NC(C(=O)Nc1ccc(C)c(Cl)c1)c1ccccc1 (stereo not given),0%,?,0%,-5%,-3%,-4%,.,-4%
CC(=O)NCC(=O)NC1(C(=O)NC2CCCC2)CCCCC1,-4%,11%,1%,-5%,5%,3%,.,-3%
Nc1ncnc(NCc2ccc(F)cc2)c1[N+](=O)[O-],.,8%,-2%,i,11%,-15%,1%,-5%
COc1cccc(CNC(=O)C(=O)NCC(c2ccco2)N2CCOCC2)c1 (stereo not given),-2%,2%,0%,-8%,2%,-12%,9%,0%
CCc1cccc(CC)c1NC(=O)COC(=O)/C(C#N)=C/c1ccc(OC)cc1,?,-14%,4%,3%,-1%,2%,-2%,-14%
CCOC(=O)c1cnc(-n2nc(C)cc2C)nc1N(C)C,-6%,?,?,15%,8%,?,-2%,-5%
CCn1cc([N+](=O)[O-])c(C(=O)N2N=C(c3ccc4ccccc4c3)CC2c2ccccc2O)n1 (stereo not given),?,4%,-1%,-16%,-4%,27%,-12%,-6%
CCSc1nnc2c(n1)OC1(CCCC1)Nc1ccccc1-2,-2%,?,12%,-8%,-15%,6%,-4%,-14%

# Reformatted with each value named: entries from further up.
Structure: CC(=O)NCC(=O)NC1(C(=O)NC2CCCC2)CCCCC1
  LMNA splice mod: -4% | ALDH1A1 block: 11% | KinaseGlo FLuc: 1% | RECQ1 helicase: -5% | JMJD2E inh: 5% | SMN2 splice enh: 3% | L3MBTL1 block: . | Tau ThT inhib: -3%

Structure: Nc1ncnc(NCc2ccc(F)cc2)c1[N+](=O)[O-]
  LMNA splice mod: . | ALDH1A1 block: 8% | KinaseGlo FLuc: -2% | RECQ1 helicase: i | JMJD2E inh: 11% | SMN2 splice enh: -15% | L3MBTL1 block: 1% | Tau ThT inhib: -5%

# (continued)
SMILES,LMNA splice mod,ALDH1A1 block,KinaseGlo FLuc,RECQ1 helicase,JMJD2E inh,SMN2 splice enh,L3MBTL1 block,Tau ThT inhib
Cc1noc(C)c1S(=O)(=O)NCCc1ccc(S(N)(=O)=O)cc1,-6%,1%,0%,-3%,3%,-14%,1%,-5%
O=C(CSC1=NC(=O)C(Cc2ccccc2)C(=O)N1)Nc1ncc(Br)cc1Br (stereo not given),.,40µM*,0%,2%,1%,-44%[inhibitor],.,?
Cc1c(NC(=O)/C(=C/c2cccs2)c2cccs2)c(=O)n(-c2ccccc2)n1C,-5%,?,-3%,-28%,-1%,4%,-3%,-17%
CC(C)NC(=O)c1ccc(COCC(F)(F)F)cc1,-5%,-1%,-2%,-10%,4%,14%,.,-3%
CCN(C(=O)c1cnc(N2CCN(c3ncccn3)CC2)c2ccccc12)c1cccc(Cl)c1,?,?,-5%,-11%,?,-79%[inhibitor],-4%,-13%
NC(Cc1ccc(O)c([N+](=O)[O-])c1)C(=O)O (stereo not given),-3%,-9%,0%,5%,9%,-23%,0%,3%
O=C1CC(Sc2ncccn2)C(=O)N1c1ccccc1C(F)(F)F (stereo not given),3%,20µM*,1%,-12%,-2%,2%,-1%,-9%
COc1ccccc1N1CCN(C(c2cc3ccc(C)cc3[nH]c2=O)c2nnnn2C2CCCC2)CC1 (stereo not given),5%,25µM*,1%,4%,?,-13%,-6%,?
CCc1ccccc1NC(=O)CCC(=O)OCC(=O)c1ccc(-c2ccccc2)cc1,?,-16%,-3%,-9%,3%,3%,1%,?
O=S(=O)(N/N=C/c1ccccc1OCc1ccc(Cl)cc1)c1ccccc1,?,-7%,1%,?,2%,6%,-10%,-17%

# Whole records as entered above. Screens in order: LMNA splice mod | ALDH1A1 block | KinaseGlo FLuc | RECQ1 helicase | JMJD2E inh | SMN2 splice enh | L3MBTL1 block | Tau ThT inhib
# Record of `O=S(=O)(N/N=C/c1ccccc1OCc1ccc(Cl)cc1)c1ccccc1` = ? | -7% | 1% | ? | 2% | 6% | -10% | -17%
# Record of `O=C(CSC1=NC(=O)C(Cc2ccccc2)C(=O)N1)Nc1ncc(Br)cc1Br` (stereo not given) = . | 40µM* | 0% | 2% | 1% | -44%[inhibitor] | . | ?
# Record of `CCN(C(=O)c1cnc(N2CCN(c3ncccn3)CC2)c2ccccc12)c1cccc(Cl)c1` = ? | ? | -5% | -11% | ? | -79%[inhibitor] | -4% | -13%
# Record of `Cc1noc(C)c1S(=O)(=O)NCCc1ccc(S(N)(=O)=O)cc1` = -6% | 1% | 0% | -3% | 3% | -14% | 1% | -5%
# Record of `CCc1ccccc1NC(=O)CCC(=O)OCC(=O)c1ccc(-c2ccccc2)cc1` = ? | -16% | -3% | -9% | 3% | 3% | 1% | ?

# The results go on:
SMILES,LMNA splice mod,ALDH1A1 block,KinaseGlo FLuc,RECQ1 helicase,JMJD2E inh,SMN2 splice enh,L3MBTL1 block,Tau ThT inhib
O=[N+]([O-])c1cc(S(=O)(=O)Nc2ccc(Cl)cc2)ccc1N/N=C/c1ccncc1,?,9%,0%,17%,1%,?,1%,6%
Cc1ccc(-c2nnc(-c3ccc(Br)cc3)o2)o1,?,?,-1%,i,?,13µM*,-2%,-18%
CC[C@H](C)[C@@H](NC(=O)O[C@H]1C(=O)c2ccc(OC)cc2O[C@@H]1c1ccc2c(c1)OCO2)C(=O)OC,.,2%&5%,0%&2%,0%&-2%,3%&11%,13%&3%,.,-9%&-6%
CN1CCN(c2ccc(NC(=O)c3ccc(C#N)cc3F)cc2Cl)CC1,.,?,-1%,-14%,1%,-3%,?,0%
CCCCOC(=O)CCn1[nH]c(=O)c2ccccc2c1=O,1%,3%,-5%,-4%,0%,1%,3%,5%
CCCC(=O)c1cc2c(cc1NC(=O)CC)OCCO2,18%[46 µM],-8%,0%,i,?,-9%,11%,-18%
COC(=O)c1cc(OC)c(OC)cc1NC(=O)c1ccc(C)cc1,9%,?,0%,i,?,-22%,.,-15%
CCCCS(=O)CC(COc1ccc(Cl)cc1)OC(=O)c1ccccc1 (stereo not given),?,-11%,.,i,-9%,.,2%,-10%
COc1ccc(C2C(C#N)=C(SC)NC3=C2C(=O)CC(C)(C)C3)cc1 (stereo not given),4%,14µM*,8%,10%,?,-29%,3%,-8%
COc1ccc(C(CNC(=O)Cc2ccccc2F)N2CCCCC2)cc1 (stereo not given),.,-7%,0%,-4%,-20%,18%,.,-5%
CCOc1ccccc1C1CC(=O)NC(SCC(=O)Nc2nccs2)=C1C#N (stereo not given),0%,?,-4%,i,4%,10%,.,-9%
COc1ccccc1CNC(=O)CCCN1C(=O)COc2ccc(C)cc21,-2%,6%,1%,12%,1%,-7%,10%,-11%
O=C(/C=C/c1ccc(S(=O)(=O)N2CCOCC2)cc1)NCc1ccccc1,-12%,?,.,-7%,-3%,.,-4%,-6%
O=C1C2C3C=CC([C@@H]2C(=O)N1C1CC1)[C@H]1C(=O)N(C2CC2)C(=O)C31 (stereo not given in full),3%[0.0737 µM],?,6%,-15%,0%,-5%,4%,-5%
